# Assay outcomes as filed in PubChem.
# PfG6PD inh – PfG6PD (Plasmodium falciparum) enzyme inhibition; PfGluPho enzyme, NADPH resazurin-diaphorase fluorescence; inhibition, % at 20 µM; actives 0.78% (n = 350,000);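 active = inhibition reaching at least a set limit at 20 µM in the primary screen, cut at about 59% in these data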;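 also: 0% = DMSO wells with substrate and 100% = DMSO wells lacking glucose-6-phosphate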
# HKDC1 inhibitor – blocks human hexokinase HKDC1 activity. Q2TB90. recombinant HKDC1, G6PDH/diaphorase resazurin coupled fluorescence. inhibition, % at 20 µM. actives 0.16% (n = 340,000);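 active = inhibition above about 35% when tested at 20 µM, limit read from the data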;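 also: plate controls were DMSO wells with enzyme for no effect and DMSO wells lacking enzyme for full effect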
#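 Assay system: recombinant HKDC1 hexokinase; detection: coupled resazurin fluorescence, excitation 525 nm, emission 613 nm; benchmarks: DMSO-plus-enzyme-mix negative control, buffer-substituted positive control; compound dosing: single 20 µM dose; schedule: 90 min at room temperature in dark; also added: glucose plus 1 mM ATP as hexokinase substrates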
# MPTP inh – inhibitors of mitochondrial permeability transition pore. inhibition, % at 10 µM. actives 1.4% (n = 360,000). AID 602449. isolated mouse mitochondria, Ca2+ swelling absorbance, 30 min;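 active = inhibition of 50% or more, scaled per plate between neutral and stimulator controls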;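 also: 0% = DMSO wells given calcium and 100% = 1 mM EGTA wells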
# SENP7 inh – blocks the human protease SENP7 | inhibition, % at 5 µM | recombinant SENP7, Z-RLRGG-aminoluciferin luminescence, 40 min | actives 1.5% (n = 330,000) | Q9BQF6 | AID 434973;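 active = inhibition above about 50% at the single test dose, limit read from the data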;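 also: plate controls were DMSO with enzyme for no effect and no enzyme buffer wells for full effect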
# Target sequence (Q9BQF6 706-1050 limits assumed): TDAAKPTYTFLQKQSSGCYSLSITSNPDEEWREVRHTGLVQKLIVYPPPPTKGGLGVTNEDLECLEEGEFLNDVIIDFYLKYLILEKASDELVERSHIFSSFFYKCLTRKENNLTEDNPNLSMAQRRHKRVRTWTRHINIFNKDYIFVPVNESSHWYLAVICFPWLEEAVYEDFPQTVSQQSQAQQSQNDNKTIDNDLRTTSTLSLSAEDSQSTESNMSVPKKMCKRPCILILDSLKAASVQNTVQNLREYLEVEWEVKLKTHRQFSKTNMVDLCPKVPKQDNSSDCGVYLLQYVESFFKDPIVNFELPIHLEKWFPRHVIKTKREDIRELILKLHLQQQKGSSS
# SENP6 block – blocks the human protease SENP6. Q9GZR1. Recombinant SENP6 catalytic domain, aminoluciferin luminescence. inhibition, % at 10 µM. actives 1.8% (n = 330,000);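 active = inhibition above about 50% at the single tested dose, limit read from the data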;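 also: plate controls were DMSO wells with enzyme for no effect and DMSO wells lacking enzyme for full effect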
# GRIN3A LBD mod – modulators (binders) of human NR3A ligand-binding domain. actives 2.5% (n = 340,000). Tm shift relative to glycine control, % at 25 µM. NR3A LBD differential scanning fluorimetry, Tm shift; 0% = protein alone, 100% = glycine-bound protein;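 active = melting temperature shift of at least 10% of the positive control shift, at one fixed dose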
# SENP8 block – blocks human SENP8 cleavage of Nedd8 substrate | Q96LD8 | recombinant SENP8, Nedd8 substrate fluorescence | inhibition, % at 20 µM | actives 0.64% (n = 360,000) | AID 602440; in the data active = inhibition mostly above about 40%, no sharp cut-off; inactive = mostly below about 27%
# Target sequence (Q96LD8 whole entry, looked up): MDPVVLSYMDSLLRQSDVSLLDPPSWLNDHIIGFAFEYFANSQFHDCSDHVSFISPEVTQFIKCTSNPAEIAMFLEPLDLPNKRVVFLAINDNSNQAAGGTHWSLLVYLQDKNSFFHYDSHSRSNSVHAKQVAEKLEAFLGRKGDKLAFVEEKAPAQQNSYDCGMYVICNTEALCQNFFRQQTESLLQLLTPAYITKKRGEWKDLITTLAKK
# ATG4B inhibitor – ATG4B (human) cysteine protease inhibition | ATG4B cleavage of LC3-PLA2, NBD-HPC fluorescence, 1 h | Q9Y4P1 | inhibition, % at 8.33 µM | actives 0.51% (n = 340,000); in the data active = inhibition above about 40%
# Target sequence (Q9Y4P1 whole entry, looked up): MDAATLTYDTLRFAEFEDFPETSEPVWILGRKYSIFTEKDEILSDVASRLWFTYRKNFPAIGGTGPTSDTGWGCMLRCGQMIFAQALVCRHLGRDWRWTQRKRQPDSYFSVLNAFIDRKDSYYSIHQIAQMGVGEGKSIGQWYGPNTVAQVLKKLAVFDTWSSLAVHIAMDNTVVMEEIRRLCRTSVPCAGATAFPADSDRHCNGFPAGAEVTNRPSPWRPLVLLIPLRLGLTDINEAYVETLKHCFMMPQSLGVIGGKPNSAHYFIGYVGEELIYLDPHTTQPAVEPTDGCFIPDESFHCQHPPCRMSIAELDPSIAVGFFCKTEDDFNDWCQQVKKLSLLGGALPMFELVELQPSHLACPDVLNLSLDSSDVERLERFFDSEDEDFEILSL
# The depositor's hits bear a star; . = not tested or not shown.
compound	PfG6PD inh	HKDC1 inhibitor	MPTP inh	SENP7 inh	SENP6 block	GRIN3A LBD mod	SENP8 block	ATG4B inhibitor
CCC(=O)N/C(N)=N/c1nc(C)c2cc(OC)ccc2n1	12.2	-4.0	-1.6	-0.7	4.4	0.1	-280.9	-6.1
O=[N+]([O-])c1cccc(C=Nc2cccc3ccccc23)c1O	47.5	20.2	-0.3	42.9	87.7*	-0.7	-279.5	6.4
O=C(NCc1ccccn1)Nc1cccc(Cl)c1	-6.2	7.9	31.6	6.2	-0.2	2.1	28.9	-0.6
COc1cc(NC(=O)c2c(OC)cccc2OC)ccc1NC(=O)c1cc2ccccc2o1	-10.2	-1.7	-0.1	-11.6	11.9	-2.3	-23.1	-2.5
C#CCn1c(=NC(=O)c2sc3ccccc3c2Cl)sc2cc(S(N)(=O)=O)ccc21	-23.4	11.7	0.8	.	.	9.2	-290.5	10.1
CC(C(=O)Nc1ncn[nH]1)N1C(=O)c2ccccc2C1=O (stereo not drawn)	6.8	-5.4	-4.0	-2.1	10.2	1.4	14.4	1.0
COc1cc(/C=C/C(=O)OCC(=O)N2CCN(S(=O)(=O)c3ccc(C)cc3C)CC2)ccc1OC(F)F	9.1	-1.4	0.4	.	.	-3.8	-45.0	-60.7
Cn1cccc1/C=N/NC(=O)Cc1ccccc1	-6.9	-4.3	1.6	-2.9	-1.2	-1.0	14.6	2.8
O=S(=O)(N1CCOCC1)N1CCN(c2ccc(F)cc2)CC1	-2.7	-7.5	-0.5	2.9	-14.3	1.7	7.1	-3.2
COc1cccc(C2(O)CCN(C(=O)C(C)C)CC2)c1	-1.4	-8.4	-0.9	-6.0	-13.0	1.6	21.8	-7.2
O=[N+]([O-])c1cccnc1N1CCN(c2ccc(F)cc2)CC1	-5.1	-3.4	0.1	4.2	9.4	-1.6	39.6	19.6
O=C(C#Cc1ccccc1)c1ccc([N+](=O)[O-])cc1	24.7	33.7	-1.1	-6.3	-5.1	2.8	29.3	-1.2
O=C(/C=C/c1ccc(F)cc1)NCCCn1ccnc1	8.0	-4.4	-0.1	-6.5	2.7	0.0	15.3	0.5
CCOc1cc(N2CCOCC2)c(OCC)cc1NC(=O)c1ccco1	16.3	-10.7	-0.2	7.9	1.2	0.2	-0.3	-2.0
Cc1sc2nc(SCc3nc(-c4ccccc4)no3)n(-c3ccccc3)c(=O)c2c1C	-17.6	-5.6	-0.8	.	.	1.2	28.1	-5.3
Clc1cccc(Cl)c1CNCCCSc1ncccn1	14.5	-9.4	1.1	-18.0	-31.7	0.4	9.8	3.6
Nc1ncc2c(n1)CCN(c1ccc([N+](=O)[O-])cc1)C2	8.5	-0.8	-0.3	-5.2	-15.2	0.4	21.7	-1.4
COc1ccc(C(=O)Nc2cccc(C(=O)Nc3cc(C)ccn3)c2)cc1	2.0	1.1	0.5	.	.	-4.0	8.3	4.5
O=C(NCc1ccc(C(F)(F)F)cc1)C12CN(Cc3ccccc3)CC1C(c1cccc([N+](=O)[O-])c1)=NO2 (stereo not drawn)	11.1	-0.4	1.9	-3.0	-4.1	-8.9	20.0	-11.6
COc1ccc([C@H]2CC(=O)C=C(c3cc(Cl)ccc3OC)C2)cc1	13.5	-1.5	-0.7	-0.6	17.6	-2.7	-5.4	-2.6
O=C(NCc1ccc(Cl)cc1Cl)c1ccccn1	-5.7	-6.4	-1.1	-2.3	-11.1	0.7	8.1	6.3
c1ccc(Oc2cccc3cccnc23)nc1	-5.6	-2.5	0.9	2.2	-13.8	0.6	-16.5	3.9
CCCCc1nnc(SC(C)C(=O)Nc2nccs2)n1C (stereo not drawn)	-1.6	-8.9	-0.6	9.5	-16.3	-0.8	2.5	-0.7
CCOC(=O)CSc1ncnc2c1cnn2-c1ccccc1	-10.4	5.2	-1.6	12.4	29.3	-0.9	-18.5	6.9
C=CCOc1ccc(/C(O)=C2/C(=O)C(=O)N(CCN3CCOCC3)C2c2ccc(C)cc2)cc1 (stereo not drawn)	-7.3	-2.5	1.5	-4.3	-1.8	0.3	-6.5	-11.3
CCOC(=O)c1cnc(SCC(=O)NNC(=O)c2ccco2)nc1N	2.0	-5.7	-0.4	-3.6	-14.2	-0.9	2.5	1.6
COc1ccc(NC(=O)CCN2CCCC(C)C2)cc1 (stereo not drawn)	8.2	-2.5	-0.1	2.0	-0.8	1.2	21.5	-3.7
CCOc1ccc(CNC(=O)CCS(=O)(=O)c2ccc3c(c2)NC(=O)CO3)cc1OC	6.9	-5.5	-0.8	4.5	-15.0	0.1	9.7	-8.3
Clc1ccc(Nc2nc(C3CC3)cs2)cc1	9.7	-6.1	0.1	2.8	21.9	-4.7	-120.6	1.3
Cc1cc(OCC(=O)N(Cc2ccco2)C2CCS(=O)(=O)C2)ccc1Cl (stereo not drawn)	-13.7	-2.0	2.0	6.1	-6.8	1.5	4.4	-2.6
COc1cc(/C=C2\SC(N)=NC2=O)cc(Cl)c1O	23.3	16.4	0.1	-0.1	-5.1	1.2	-24.8	1.3
CCOc1ccccc1NC(=O)CCn1cccc1	-15.1	-7.6	0.4	3.5	19.4	0.3	12.3	1.9
Cc1ccc(NC(=O)CCN2C(=O)C3C4CCC(C4)C3C2=O)cc1Cl (stereo not drawn)	-8.7	1.0	1.4	1.2	-6.0	18.4*	11.7	4.5
NNC(=O)c1c(O)c2cccc3c2n(c1=O)CCC3	17.3	5.2	0.0	2.9	-24.2	-0.5	-10.9	1.1
Cc1cc(C)n2nc(C(=O)N3CCCC(Nc4ccc(C(C)C)cc4)C3)cc2n1 (stereo not drawn)	9.1	6.1	1.9	3.5	-22.0	2.5	-81.9	26.1
Cc1ccc(Oc2nc3c(c(=O)n(Cc4ccccc4F)c(=O)n3C)n2C)cc1	7.4	-6.1	4.8	5.4	6.7	2.6	17.3	-8.1
O=C(Nc1ccccc1C(=O)O)c1cccc(NC(=O)c2ccccc2Cl)c1	2.2	2.8	1.5	-0.2	-13.5	-2.8	2.5	3.0
Cc1cn([C@@H](CCCCN)C(=O)NCCCCCCCCCCC(=O)N2CCNCC2)nn1	19.1	2.1	0.7	2.8	19.2	3.1	21.2	-6.3
Cc1cc(C(=O)COC(=O)c2n[nH]c3ccccc23)c(C)n1CC1CCCO1 (stereo not drawn)	18.0	-2.7	-5.3	12.6	85.7*	-2.7	21.0	-4.5
CCC(C(=O)NC1CCCC1)N(C(=O)c1snc(C(N)=O)c1N)c1ccc(C)cc1C (stereo not drawn)	5.3	0.0	0.5	-9.2	25.7	-4.3	-288.7	11.6
C=CCN1C(=NC(=O)CCC)SC2CS(=O)(=O)CC21 (stereo not drawn)	-10.1	-8.0	0.3	2.8	3.8	1.3	6.8	-8.5
Cc1nnc(SCC(=O)N/N=C/c2cn(-c3ccccc3)nc2-c2ccccc2)n1-c1ccccc1	3.4	-0.4	-1.6	-2.6	8.7	-4.3	13.4	-11.7
COc1ccc(/C=C/c2ccncc2)c2ccccc12	7.3	8.1	0.3	2.3	-10.2	0.8	-71.6	-13.2
Cc1nn(C)c(C(=O)N/N=C/c2cccc3ccccc23)c1Cl	76.1*	-6.5	-1.3	-2.7	-0.4	-1.5	12.1	-16.5
Cc1ccc(-c2ccc(S(=O)(=O)NCC3CCCO3)cc2)cc1 (stereo not drawn)	-0.5	-5.9	0.2	-0.8	-9.5	1.5	-6.9	-10.3
O=C(O)CC1CCC(=C(Cl)Cl)C1 (stereo not drawn)	13.2	-4.2	-0.3	-9.3	4.8	2.1	15.4	-11.2
Cc1cc(=O)[nH]c(SCC(=O)NCCc2ccccc2)n1	-7.7	1.6	-2.7	-1.3	-4.7	2.0	10.2	3.7
CCN(CC)CCn1c(/N=C/c2ccc(OC)c(OC)c2)nc2ccccc21	-8.2	-3.3	-1.0	-2.6	-4.3	3.4	12.0	3.4
COc1ccccc1C(=O)NCCC(=O)N(C)Cc1cccs1	-13.8	-4.8	-2.9	14.4	-14.3	1.2	4.3	-0.5
CC/C(C)=N/Oc1nc(C)cc(C)n1	1.7	-4.4	-0.8	5.0	-26.5	-2.2	20.1	7.8

# Two entries picked at random from those above:
compound	PfG6PD inh	HKDC1 inhibitor	MPTP inh	SENP7 inh	SENP6 block	GRIN3A LBD mod	SENP8 block	ATG4B inhibitor
CCOc1ccccc1NC(=O)CCn1cccc1	-15.1	-7.6	0.4	3.5	19.4	0.3	12.3	1.9
Cc1cc(=O)[nH]c(SCC(=O)NCCc2ccccc2)n1	-7.7	1.6	-2.7	-1.3	-4.7	2.0	10.2	3.7

# Further entries
compound	PfG6PD inh	HKDC1 inhibitor	MPTP inh	SENP7 inh	SENP6 block	GRIN3A LBD mod	SENP8 block	ATG4B inhibitor
COC(=O)c1ccc(CN(C(C)=O)c2ccccc2)o1	-2.8	-0.8	-0.7	-3.5	-6.5	1.7	37.5	-9.1
COCCN(C(=O)CCC(=O)Nc1cc(C)on1)C(C(=O)NC1CCCC1)c1ccc(C(C)C)cc1 (stereo not drawn)	-2.9	3.9	-0.8	3.3	-5.8	-1.7	17.2	-0.9
CCN(CC)CCP(=O)(c1ccccc1)c1ccccc1	1.0	7.9	1.2	3.0	7.5	2.3	9.7	5.5
CC(=O)N1c2ccccc2CCc2ccc([N+](=O)[O-])cc21	4.2	2.4	-0.1	-10.2	9.2	2.0	14.4	0.8
CC(=O)N1N=C(c2ccc(Cl)cc2)CC1c1ccco1 (stereo not drawn)	-15.2	-2.3	3.8	2.8	15.2	0.0	5.3	3.9

# Complete entries, quoted from the list. Screens in order: PfG6PD inh	HKDC1 inhibitor	MPTP inh	SENP7 inh	SENP6 block	GRIN3A LBD mod	SENP8 block	ATG4B inhibitor
# `CCN(CC)CCP(=O)(c1ccccc1)c1ccccc1` across the screens: 1.0	7.9	1.2	3.0	7.5	2.3	9.7	5.5
# `CC(=O)N1c2ccccc2CCc2ccc([N+](=O)[O-])cc21` across the screens: 4.2	2.4	-0.1	-10.2	9.2	2.0	14.4	0.8

# Looked up above.
# For SENP7 inh, COCCN(C(=O)CCC(=O)Nc1cc(C)on1)C(C(=O)NC1CCCC1)c1ccc(C(C)C)cc1 (stereo not drawn) has the entry 3.3
# For SENP8 block, COC(=O)c1ccc(CN(C(C)=O)c2ccccc2)o1 has the entry 37.5
# For SENP6 block, CC(=O)N1N=C(c2ccc(Cl)cc2)CC1c1ccco1 (stereo not drawn) has the entry 15.2
# For HKDC1 inhibitor, CCN(CC)CCP(=O)(c1ccccc1)c1ccccc1 has the entry 7.9
# For SENP7 inh, CC(=O)N1c2ccccc2CCc2ccc([N+](=O)[O-])cc21 has the entry -10.2

# Exported as labelled records: part of the list above.
CCN(CC)CCP(=O)(c1ccccc1)c1ccccc1
  PfG6PD inh = 1.0; HKDC1 inhibitor = 7.9; MPTP inh = 1.2; SENP7 inh = 3.0; SENP6 block = 7.5; GRIN3A LBD mod = 2.3; SENP8 block = 9.7; ATG4B inhibitor = 5.5
CC(=O)N1c2ccccc2CCc2ccc([N+](=O)[O-])cc21
  PfG6PD inh = 4.2; HKDC1 inhibitor = 2.4; MPTP inh = -0.1; SENP7 inh = -10.2; SENP6 block = 9.2; GRIN3A LBD mod = 2.0; SENP8 block = 14.4; ATG4B inhibitor = 0.8
